# CendR NRP1 mod = alters CendR peptide binding to human NRP-1 | hit rate 0.85% among 360,000 | inhibition, % at 25 µM | AID 602438 | FAM-RPARPAR peptide binding to NRP-1, fluorescence polarization | O14786;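 active = inhibition or corrected inhibition above about 18%, plus a signal ratio from 0.5 to 1.5, limit read from the data, passing the limit was not always enough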; also: strong numbers were not always called active
# E coli Lon inh = E. coli protease La inhibition; purified E. coli Lon protease, fluorescence polarization; inhibition, % at 7.94 µM; hit rate 0.42% among 360,000; in the data active = inhibition above about 13%, passing the limit was not always enough;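 also: 0% = enzyme with probe and DMSO and 100% = no enzyme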
# Target sequence (P0A9M0 whole entry, looked up): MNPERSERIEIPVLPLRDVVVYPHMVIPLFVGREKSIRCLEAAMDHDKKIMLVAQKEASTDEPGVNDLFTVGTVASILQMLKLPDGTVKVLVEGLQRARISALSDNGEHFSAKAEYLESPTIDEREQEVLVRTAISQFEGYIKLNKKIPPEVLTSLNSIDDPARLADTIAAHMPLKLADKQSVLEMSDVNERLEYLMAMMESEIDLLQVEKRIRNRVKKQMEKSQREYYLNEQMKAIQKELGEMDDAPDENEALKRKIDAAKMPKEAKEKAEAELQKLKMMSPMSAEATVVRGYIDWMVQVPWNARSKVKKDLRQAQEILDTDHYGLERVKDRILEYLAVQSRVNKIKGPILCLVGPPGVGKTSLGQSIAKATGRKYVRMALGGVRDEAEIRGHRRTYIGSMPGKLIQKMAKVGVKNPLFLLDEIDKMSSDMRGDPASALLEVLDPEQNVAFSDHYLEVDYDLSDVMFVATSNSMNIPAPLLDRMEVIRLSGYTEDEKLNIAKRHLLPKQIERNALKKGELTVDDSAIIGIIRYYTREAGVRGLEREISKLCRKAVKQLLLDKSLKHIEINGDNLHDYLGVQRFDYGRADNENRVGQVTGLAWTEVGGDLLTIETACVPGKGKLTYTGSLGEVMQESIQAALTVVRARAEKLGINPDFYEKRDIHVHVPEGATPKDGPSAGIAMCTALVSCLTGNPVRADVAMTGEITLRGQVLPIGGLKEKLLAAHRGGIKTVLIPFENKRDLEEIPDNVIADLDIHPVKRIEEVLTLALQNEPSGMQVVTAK
# SKN-1 block = blocks SKN-1 activity in C. elegans; C. elegans VP596 Pgst-4::GFP/RFP ratio, acrylamide-induced, 24 h; inhibition, % at 21.8 µM; hit rate 0.49% among 360,000; AID 624304;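 active = interference check ratio from 0.5 to 1.5 plus GFP to RFP signal ratio inhibition reaching or exceeding a fixed threshold, cut at about 30% in these data, passing the limit was not always enough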; also: some compounds called inactive have numbers as strong as hits
# Neddylation inh = inhibitors of human cullin neddylation; P61081+Q13564; hit rate 0.58% among 360,000; TR-FRET cullin neddylation, biochemical; AID 651699; calls only at 25 µM; in the data active = inhibition above about 36%
# Rin1 Abl inh = inhibitors of human Rin1-Abl protein interaction. P00519+Q13671. inhibition, % at 7.35 µM. hit rate 0.4% among 360,000. TR-FRET Rin1/Abl binding, biochemical; in the data active = inhibition above about 5%, passing the limit was not always enough
# bovine MsrA act = bovine methionine sulfoxide reductase A activation; purified bovine MsrA, absorbance read-out; activation, % at 10.6 µM; hit rate 0.3% among 360,000; AID 602163; in the data active = activation above about 7.5%;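 also: 0% = vehicle and 100% = reference activator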
# MsrA inh = bovine MsrA inhibition; purified bovine MsrA, absorbance read-out; inhibition, % at 15.5 µM; hit rate 0.75% among 360,000; AID 651718; in the data active = inhibition above about 4.5%;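 also: 0% = vehicle wells with enzyme and 100% = reference inhibitor wells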
# FAS-TE inh = blocks the thioesterase domain of human fatty acid synthase; hit rate 0.67% among 360,000; inhibition, % at 15 µM; recombinant FAS-TE, OMFH fluorogenic substrate, fluorescence endpoint; AID 602261; P49327;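 active = compounds whose normalised, plate-corrected inhibition of enzyme fluorescence in the single-dose primary screen is 50% or more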;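 also: 0% = DMSO with enzyme and 100% = substrate without enzyme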
# MT1-MMP act inh = inhibitors of human MT1-MMP activation. GFP/RFP ratio change, % at 20 µM. HT1080 RFP-PRO-GFP cells, GFP/RFP ratio fluorescence, overnight; percent of plate control window, DMSO zero. P50281. hit rate 0.061% among 360,000;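 active = GFP/RFP ratio change of at least 30% with cell ATP level not reduced by more than half and red fluorescence within 50% of control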; also: strong numbers were not always called active
#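 Assay system: HT1080 RFP-PRO-GFP cells | Dosing: 20 µM single dose, 1% DMSO | Incubation: Cells overnight before dosing, compound overnight, 37 °C, 5% CO2 | Evaluation: GFP/RFP fluorescence ratio | Control set: DMSO-only wells and HT1080 RFP-L50D-GFP cell wells as references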
# Numbers without * were called inactive; i = inactive; / = no result given.
SMILES,CendR NRP1 mod,E coli Lon inh,SKN-1 block,Neddylation inh,Rin1 Abl inh,bovine MsrA act,MsrA inh,FAS-TE inh,MT1-MMP act inh
Cc1cc(C)c(NC(=O)CN2C(=O)NC3(CCCCC3)C2=O)c(C)c1,-1,-10,-8,i,-2,-2,-0.9,-3,-3
CCCC1NC(=S)NC(C)=C1C(C)=O (centres undefined),2,0,13,i,1,-3,2.8,-4,5
COc1ccccc1C(=O)NNC(=O)C(=O)Nc1ccc(C)cc1,-11,2,2,i,2,-3,1.7,-5,4
CCOc1ccccc1NC(=O)CSc1c(C)n[nH]c1C,0,-7,-15,i,5,-1,-0.2,-7,3
CC(=O)n1cc([C@H]2C=C(C(=O)N3CCN(Cc4ccccc4)CC3)O[C@@H](OCc3ccc(CO)cc3)C2)c2ccccc21,-11,-1,14,i,0,0,0.4,14,-1
COc1ccc(NC(=O)/C(C#N)=C/c2ccc(-c3ccc(Cl)c(C(=O)O)c3)o2)cc1,-10,-7,-8,i,2,-6,0.6,-1,1
CCC(NC(=O)Cc1c(C)c2cc3c(cc2oc1=O)OC(C)(C)CC3)C(=O)O (centres undefined),6,5,2,/,0,0,5.2*,-8,2
CCCN(CCC)c1nc2ccccc2n2c(C)nnc12,7,-8,-1,i,4,-1,0.0,12,-1
O=C(NCCCn1ccnc1)c1ccc(NS(=O)(=O)c2cccc([N+](=O)[O-])c2)cc1,8,-5,-13,i,2,-6,1.9,-5,1
Cc1cc(C)nc(SCC(=O)N2CCC(C(N)=O)CC2)n1,-11,1,13,i,-2,2,1.4,-8,1
CCN(CC(=O)Nc1ccc2c(c1)OCCO2)c1ccc(S(=O)(=O)N2CCOCC2)cn1,-2,-3,-21,i,-6,1,0.1,-8,0
COc1cc(-c2nnc(SCC(=O)N3CCOCC3)o2)cc(OC)c1OC,7,-2,8,i,3,-2,-0.7,-4,5
Cc1cc(C(=O)NN=Cc2c(C)[nH]c3ccccc23)c(C)o1,-18,-20,13,i,0,-1,3.7,1,2
CC(C)CC(=O)N1CCC(N(CCc2ccccc2)Cc2ccccc2)CC1,-5,-10,4,i,4,-4,0.4,16,-6
CCCN(C(=O)c1ccc(-n2cncn2)c([N+](=O)[O-])c1)C1CCS(=O)(=O)C1 (centres undefined),5,10,-6,i,0,-8,-0.4,-6,-1
C=CCNC(=O)C1CC2Cn3c(nc4cc(Cl)c(Cl)cc43)C2N1C (centres undefined),1,-14,9,i,1,3,0.4,-2,0
CC(=O)Nc1ccc(Nc2c3ccccc3nc3ccccc23)cc1,10,-2,10,i,-21,-1,1.6,-2,-5
O=C(Nc1ccccc1F)c1ccc(OCc2ccccc2)cc1,-11,8,7,i,-1,-5,0.1,-2,1
O=S1(=O)N[C@@H](Cc2ccccc2)COc2cccc(N3CCC[C@H]3CO)c21,-6,-5,-3,i,/,-2,-1.2,-2,7
CCn1ncc(Br)c1C(=O)Nc1ccccc1C(=O)OC,-1,-9,2,i,-5,-10,0.3,4,4
O=C(NC1CCCCCCC1)c1cccs1,11,-8,22,i,2,-1,-1.1,0,-6
COc1ccc(S(=O)(=O)N2CCC3(CC2)CC(=O)c2ccccc2O3)cc1OC,-5,9,-1,i,3,-10,1.2,1,-5
Cc1ccc(C(=O)Nc2ccccc2C(=O)NC(Cc2ccccc2)C(=O)O)cc1 (centres undefined),-1,2,-1,i,1,-2,0.3,-1,-4
O=C(NC(=S)Nc1ccc(S(=O)(=O)Nc2ncccn2)cc1)c1ccc(Br)cc1,0,5,-2,i,-1,-3,1.6,0,-2
Cc1nn(C)c(C)c1C1C(C#N)=C(N)Oc2n[nH]c(C)c21 (centres undefined),-9,-8,1,i,-1,-2,-0.8,-10,11
O=C(O)c1c2c(nc3ccccc13)-c1ccccc1CC2,3,-1,10,i,0,1,3.0,-3,0
O=C(CCl)NN=C(c1ccccc1)c1ccccc1,-6,-4,4,i,1,-5,-0.2,8,0
Cc1cccc2cc(COC(=O)COc3ccccc3)c(=O)[nH]c12,-6,1,2,i,-2,-1,0.6,-4,0
CC(C)CNc1cc(Cl)c(S(=O)(=O)NCC(C)C)cc1C(=O)O,-4,-7,7,i,-3,-3,1.5,-8,7
COc1ccc(CNC(=O)C2(C)Cc3c(-c4ccc(C(N)=O)cc4)ccnc3O2)cc1OC (centres undefined),2,-24,-4,i,-3,-6,-1.1,-13,2
O=C(NCc1ccccc1)C(Cc1ccccc1)N1C(=O)C2C3CCC(C3)C2C1=O (centres undefined),-9,0,-25,i,0,0,0.7,8,3
CN(C)c1ccc(-c2csc(C(O)c3ccc(F)c(F)c3)n2)cc1 (centres undefined),-2,3,6,i,-4,-2,3.8,18,-2
N#Cc1c(NC(=O)c2ccc(-c3ccccc3[N+](=O)[O-])o2)sc2c1CCCC2,-2,1,-10,i,2,-15,-0.2,17,-10
Cc1cccc(-n2c(SCC(=O)NCc3ccco3)nnc2-c2ccco2)c1,9,-1,-8,i,5,-8,0.5,-12,3
CNC(=O)c1[nH]cnc1C(=O)Nc1ccc(F)cc1,0,-9,-3,i,-2,-8,0.5,-2,-3
CSc1nc2cc(Cl)ccc2s1,12,-1,21,i,2,1,-0.5,0,0

# Nothing new here: an excerpt of the list.
SMILES,CendR NRP1 mod,E coli Lon inh,SKN-1 block,Neddylation inh,Rin1 Abl inh,bovine MsrA act,MsrA inh,FAS-TE inh,MT1-MMP act inh
Cc1cccc(-n2c(SCC(=O)NCc3ccco3)nnc2-c2ccco2)c1,9,-1,-8,i,5,-8,0.5,-12,3
CNC(=O)c1[nH]cnc1C(=O)Nc1ccc(F)cc1,0,-9,-3,i,-2,-8,0.5,-2,-3
CSc1nc2cc(Cl)ccc2s1,12,-1,21,i,2,1,-0.5,0,0

# (listing goes on)
SMILES,CendR NRP1 mod,E coli Lon inh,SKN-1 block,Neddylation inh,Rin1 Abl inh,bovine MsrA act,MsrA inh,FAS-TE inh,MT1-MMP act inh
CCCOC(=O)c1c(NC(=O)/C=C/c2cnn(C)c2C)sc(C(=O)OC)c1C,-4,-1,7,/,-1,-2,/,12,-1
CCN(CC(=O)NCc1ccc(F)cc1)C(=O)COc1ccc2ccccc2c1,-10,4,21,i,2,0,-0.7,2,2
c1ccc(Oc2ccc(-c3ccnc4nc(N5CCN(c6ccccc6)CC5)nn34)cc2)cc1,-7,-1,0,i,-6,-2,2.7,35,-7
COc1cc(C(=O)Nc2ccc(NC(=O)C3CC3)nc2)cc(OC)c1OC,3,3,2,i,1,-1,0.9,-2,-4
Cc1ccc(NC(=O)CN(c2ccccc2F)S(C)(=O)=O)cc1,-1,-1,-13,i,0,-2,1.9,-6,-1
COc1cc(Cl)ccc1OCc1cc(C(=O)NCC(C)(C)N2CCOCC2)no1,9,-2,-5,i,2,-12,-0.7,2,6
Cc1cc(NC(=O)CSc2nccn2C)n(-c2ccccc2)n1,-1,8,-9,i,3,-11,-0.9,-3,-2
CN1CCc2c(sc(NC(=O)c3cc(Cl)sc3Cl)c2C(N)=O)C1,-2,-12,-14,i,-4,-2,1.3,-4,-20
COc1cc(-c2nnc3sc(-c4ccco4)nn23)cc(OC)c1OC,2,4,13,i,-6,-1,0.7,-8,2
CCOC(=O)C1(C)C=C(Nc2ccc(NC(C)=O)cc2)C(=O)N1c1ccc(NC(C)=O)cc1 (centres undefined),11,-2,10,i,-3,-3,0.5,-6,-2
CCOc1ccc(Nc2nc3ccccc3c(=O)s2)cc1,7,0,7,i,-2,-4,-0.2,-1,2
CCc1nc2c(OCc3ccc(Cl)cc3)cccn2c1N(C)C(=O)C1CC1,-10,-3,17,i,-1,-4,-0.2,-1,-6

# In a second layout: four of the compounds above
# Every second line gives: CendR NRP1 mod, E coli Lon inh, SKN-1 block, Neddylation inh, Rin1 Abl inh, bovine MsrA act, MsrA inh, FAS-TE inh, MT1-MMP act inh
CN1CCc2c(sc(NC(=O)c3cc(Cl)sc3Cl)c2C(N)=O)C1
    -2, -12, -14, i, -4, -2, 1.3, -4, -20
COc1cc(Cl)ccc1OCc1cc(C(=O)NCC(C)(C)N2CCOCC2)no1
    9, -2, -5, i, 2, -12, -0.7, 2, 6
CCN(CC(=O)NCc1ccc(F)cc1)C(=O)COc1ccc2ccccc2c1
    -10, 4, 21, i, 2, 0, -0.7, 2, 2
CCOc1ccc(Nc2nc3ccccc3c(=O)s2)cc1
    7, 0, 7, i, -2, -4, -0.2, -1, 2

# Further compounds
SMILES,CendR NRP1 mod,E coli Lon inh,SKN-1 block,Neddylation inh,Rin1 Abl inh,bovine MsrA act,MsrA inh,FAS-TE inh,MT1-MMP act inh
COC(=O)c1c(NC(=O)CN2CCCC(C)C2)c2c(C)cccc2n1C (centres undefined),-16,-3,-17,i,-2,-10,0.9,1,1
COC(=O)C1=CN(c2ccc(C)cc2)C(N)=C(C#N)C1c1ccc(OC)cc1 (centres undefined),-4,/,4,i,/,/,0.7,/,4
Cc1ccc(-n2c(O)c(C=NC3CCS(=O)(=O)C3)c3ccccc3c2=O)cc1C (centres undefined),-1,3,8,i,-3,-3,1.0,-3,-1
N/C(CS(=O)(=O)c1ccccc1)=N\OC(=O)c1ccc(F)cc1,3,4,14,i,1,-1,0.2,-6,3
CCOCCCn1c(SCC(=O)NC(C)C)nc2ccccc2c1=O,0,-9,-3,i,0,-13,-1.2,-6,1
c1coc(-c2ccnc3ncnn23)c1,-9,-3,-1,i,-1,-7,2.9,-1,7
O=C(NCCCN1CCN(c2ccc(F)cc2)CC1)c1cccc(N2CCCC2=O)c1,6,-10,0,i,-3,-7,1.5,-8,-1
COc1ccc(C2NC(=O)NC(O)(C(F)(F)F)C2C(=O)c2ccc(F)cc2)cc1 (centres undefined),1,-11,-23,i,0,-1,0.1,-4,3
CCOC(=O)C1CCN(CC(=O)Nc2cc(S(=O)(=O)N3CCCCC3)ccc2Cl)CC1,-9,23*,3,i,-2,-4,-1.2,27,-4
CCN1CCN(c2c(Cl)cccc2NC(=O)c2ccc([N+](=O)[O-])cc2)CC1,-10,-1,-8,i,2,-1,1.0,6,-1
CN(CCNC(=O)CN1C(=O)CSc2ccc(S(=O)(=O)N3CCCC3)cc21)Cc1ccccc1,0,1,-4,i,-5,-3,-1.0,1,-1
Cn1c(CNc2cccc(C(F)(F)F)c2)n[nH]c1=S,-1,-4,-2,i,-2,-1,0.1,-2,4
Cc1noc(C)c1S(=O)(=O)N(C)C[C@H]1Oc2c(cccc2N(C)C)C(=O)N([C@H](C)CO)C[C@@H]1C,-11,-7,5,i,0,-5,-0.5,-8,6
Cc1cc2c(s1)c1cnn(-c3ccccc3)c(=O)c1n2C,0,-3,-9,i,-1,-8,-0.1,-7,0
C=CCN1CCc2c(cc(O)c(O)c2Br)[C@@H](c2ccccc2)C1,9,0,-5,i,0,-2,0.6,-6,-6
CC(C)CCNS(=O)(=O)c1ccc(-c2ccc(S(=O)(=O)NCCC(C)C)cc2)cc1,-2,-7,8,i,7,1,0.2,-11,5

# Screening results: PubChem, several laboratories
